Vif-APOBEC3G blk – inhibitors of Vif-APOBEC3G interaction | 0.076% of 410,000 active | HeLa A3G-eYFP + Vif (tagged APOBEC3G with the HIV-1 protein that degrades it), YFP fluorescence, overnight | Potency, µM (titrated, usually from 46.1 µM), for the others: at the highest dose activity, negative = active, actives largely listed as inhibitors;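 further: on the % scale 0 is the no-effect control and ±100 the full control effect; nearly all actives have a fitted effect of over 60% in size; hits raise eYFP signal because A3G escapes Vif-driven loss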
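HeLa cells stably expressing Vif and C-terminally eYFP-tagged A3G, seeded overnight at 37 deg C, then exposed to compound by pintool overnight at 37 deg C. Rise in yellow fluorescence (Ex 488/Em 500-530, Acumen) marks blocked Vif-driven A3G degradation.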
TrxR1 substrate – is turned over as a substrate by rat TrxR1. Potency, µM (doses to about 114 µM), for inactives: top-dose activity change, negative = substrate turnover. AID 588456. 0.01% of 390,000 active. purified TrxR1 substrate turnover, NADPH consumption readout; further: on the % scale 0 is the no-effect control and ±100 the full control effect; nearly all actives have a fitted effect of over 50% in size
Target sequence (O89049 whole entry, looked up): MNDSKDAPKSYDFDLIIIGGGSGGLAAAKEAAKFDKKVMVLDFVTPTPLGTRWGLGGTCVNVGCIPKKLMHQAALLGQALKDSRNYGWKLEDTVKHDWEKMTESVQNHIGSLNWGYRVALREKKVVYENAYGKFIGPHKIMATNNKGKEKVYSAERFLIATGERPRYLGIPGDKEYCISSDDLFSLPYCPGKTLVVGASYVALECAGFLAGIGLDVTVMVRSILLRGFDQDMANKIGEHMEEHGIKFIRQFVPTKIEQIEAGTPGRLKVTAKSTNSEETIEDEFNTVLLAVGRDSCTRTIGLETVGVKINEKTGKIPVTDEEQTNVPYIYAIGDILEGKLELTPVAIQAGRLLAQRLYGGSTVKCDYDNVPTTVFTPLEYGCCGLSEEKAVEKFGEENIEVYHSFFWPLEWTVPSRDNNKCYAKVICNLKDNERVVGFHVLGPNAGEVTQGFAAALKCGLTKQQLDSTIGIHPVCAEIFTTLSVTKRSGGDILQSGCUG
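Rat TrxR1, dispensed at 90 nM, was prereduced with 400 uM NADPH (final) for 5 min at ~22 deg C, then incubated with compound 15 min before 400 uM selenite. A first-read NADPH fluorescence drop versus no-compound background flagged substrates.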
RGS4 inh – inhibitors of human regulator of G protein signaling 4; P49798; 0.039% of 390,000 active; AID 504845; Transcreener GDP fluorescence polarization, RGS4-accelerated GTP hydrolysis; Potency, µM (top dose mostly 114 µM), for inactives: top-dose activity change, negative = inhibition, usual class: inhibitors; further: on the % scale 0 is the no-effect control and ±100 the full control effect; nearly all actives have a fitted effect of over 75% in size; some results filed as inactive show a strong effect at the top dose
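MLSMR compounds (23 nl, pin-transferred) preincubated 10 min at room temperature with a 500nM (2x) first reagent, then RGS4 at 900nM (2x) plus Transcreener GDP mix added; fluorescence polarization (620/688 nm) read before and after 90 min at 30 °C.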
TrxR1 inh – blocks rat thioredoxin reductase 1; 1% of 390,000 active; recombinant rTrxR1, NADPH fluorescence consumption, selenite substrate; Potency, µM (series often up to 114 µM), for inactives: at the top dose activity change, negative = inhibition, usual class: inhibitors; AID 588453; further: on the % scale 0 is the no-effect control and ±100 the full control effect; nearly all actives have a fitted effect of over 65% in size
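Rat TrxR1 (90 nM in the dispensed reagent) was pre-reduced with 400 uM NADPH for 5 min at room temperature, then incubated with compound for 15 min. After 400 uM selenite was added, NADPH fluorescence (Ex 340/Em 450 nm) was followed for 8 min.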
RXFP1 agonist – activates the human relaxin receptor RXFP1; Q9HBX9; HEK293T-RXFP1 cAMP TR-FRET, 30 min; response scale: percent of porcine relaxin response, buffer zero; Potency, µM (highest dose often 57.5 µM), for the others: top-dose activation, hits mostly activators; 0.3% of 370,000 active; AID 2676; further: on the % scale 0 is the no-effect control and ±100 the full control effect; nearly all actives have a fitted effect of over 60% in size; many of its hits are not listed in these tables
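Agonist response is measured as cAMP accumulation in an RXFP1-transfected HEK293T line under PDE4 inhibition. Values are scaled between buffer-only and 29 nM porcine relaxin, and EC50s come from standard Hill equation fits.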
IDH1 R132H inh – blocks human mutant IDH1 R132H enzyme; O75874; IDH1-R132H enzyme, NADPH consumption, diaphorase/resazurin fluorescence; Potency, µM (doses to about 76.6 µM), inactives show at the highest dose activity change, negative = inhibition, hits mostly inhibitors; 0.093% of 390,000 active; AID 602179; further: on the % scale 0 is the no-effect control and ±100 the full control effect; nearly all actives have a fitted effect of over 65% in size
Target sequence (O75874 whole entry R132H, stated change not applied): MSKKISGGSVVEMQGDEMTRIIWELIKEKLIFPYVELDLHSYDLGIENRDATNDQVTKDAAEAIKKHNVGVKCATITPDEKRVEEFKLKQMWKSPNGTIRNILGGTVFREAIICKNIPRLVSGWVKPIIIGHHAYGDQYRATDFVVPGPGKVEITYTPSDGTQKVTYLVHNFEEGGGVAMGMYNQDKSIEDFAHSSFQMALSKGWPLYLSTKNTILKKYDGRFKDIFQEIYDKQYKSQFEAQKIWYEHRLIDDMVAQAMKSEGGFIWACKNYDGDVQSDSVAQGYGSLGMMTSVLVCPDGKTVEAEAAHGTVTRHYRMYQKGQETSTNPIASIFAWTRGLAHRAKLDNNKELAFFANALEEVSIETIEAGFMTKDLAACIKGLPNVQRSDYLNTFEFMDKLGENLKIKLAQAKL
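IDH1-R132H (0.5 ug/mL) preincubated 30 min with compound, then NADPH (0.016 mM) and alpha-KG (2 mM) added; 80 min at RT, pH 7.5. Remaining NADPH coupled via diaphorase/resazurin to fluorescence (540/590 nm); concentration-response curves normalized to no-enzyme control.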
Vif-A3F inh – inhibitors of Vif-A3F interaction; AID 602313; Potency, µM (top dose mostly 46.1 µM), for the others: at the top dose activity, negative = active; HeLa A3F-eYFP + Vif (tagged APOBEC3F with the HIV-1 protein that degrades it), YFP fluorescence increase; 0.2% of 390,000 active; further: % of control where 0% means no effect; nearly all actives have a fitted effect of over 65% in size
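Fluorescence increase (Ex 488/Em 500-530) after overnight compound treatment at 37 deg C flags inhibition of Vif-driven A3F-eYFP loss in stable HeLa A3F-eYFP/Vif cells seeded overnight beforehand.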
USP1 inh – USP1/UAF1 (human) deubiquitinase inhibition. O94782. recombinant USP1/UAF1, Ub-Rhodamine cleavage fluorescence. Potency, µM (series often up to 57.1 µM), for inactives: at the highest dose activity change, negative = inhibition, actives largely listed as inhibitors. 0.23% of 390,000 active; further: on the % scale 0 is the no-effect control and ±100 the full control effect; nearly all actives have a fitted effect of over 60% in size; inactives centre near -12
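In this screen, compounds sit with the deubiquitinase complex (1nM) for 15 min at room temperature before Ub-Rho is added at 150nM final. Fluorescence rise is then followed for 6 reads every 60 seconds.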
ALOX12 inh – blocks human arachidonate 12S-lipoxygenase; P18054; purified 12hLO, xylenol orange hydroperoxide absorbance; Potency, µM (doses to about 108 µM), for inactives: top-dose activity change, negative = inhibition, hits mostly inhibitors; 1.1% of 580,000 active; further: on the % scale 0 is the no-effect control and ±100 the full control effect
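Purified human 12hLO at 150 nM in 25 mM Hepes, 0.01% Triton X-100, pH 7.0, preincubated 15 min at room temperature with compound. Reaction started with 40 uM arachidonic acid, 30 min at room temperature. Hydroperoxide measured by Fe-xylenol orange, 573/405 nm absorbance ratio.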
Numbers without * were called inactive; ? = inconclusive; . = no result given; & = joins results of further samples; [ ] = another dose, or the depositor's remark. The call rests on the fitted dose curve; in most records, active means well fitted curve in the direction sought with a large enough effect; inconclusive means small, poorly fitted or top-dose-only effect, or another doubt; inactive means no such curve, though single readings can be large; an effect the other way counts as inactive or inconclusive. Potency means the concentration at half of the fitted maximal effect. These rows are one share of the data; rates above refer to the full screens.

Values in the order – RGS4 inh | IDH1 R132H inh | USP1 inh | TrxR1 substrate | Vif-A3F inh | RXFP1 agonist | ALOX12 inh | Vif-APOBEC3G blk | TrxR1 inh
1. Cc1ccc(C(=O)NCC(c2ccc3c(c2)OCO3)N2CCOCC2)cc1 (configuration not stated)
 : 16% | -5% | -23% | 2%[57.1 µM] | -13% | -1.6% | 2% | 4% | 23%[57.1 µM]
2. Cc1c(C)n(Cc2ccccc2)c2ncnc(N)c12
 : 3% | 7% | -21% | 0% | 3% | -1.1% | -3% | 0% | -10%
3. CC(C)(C)SCCNC(=O)CN(c1ccc(F)cc1)S(=O)(=O)c1ccccc1
 : 2% | 8% | 1% | -4% | 0% | -1.7% | -16% | 0% | 0%
4. CCCCCn1nc(C(=O)OCc2nc(N)nc(Nc3ccccc3)n2)c2ccccc2c1=O
 : -9% | -1% | -19% | 2% | 0% | . | -22%&-66% | -6% | 14%
5. COC(=O)CSc1nc(N)c(C#N)c(-c2ccc(O)cc2)c1C#N
 : 17%[56.9 µM] | 15% | -26% | 3%[57.1 µM] | 3% | 23% | 13% | 0% | 16%[57.1 µM]
6. Cn1cnc(S(=O)(=O)NCc2ccc(Br)cc2)c1
 : 2%[56.9 µM] | 12% | -18% | -4% | -5% | 0.6% | -4% | 1% | 5%
7. O=C(N/N=C/c1ccco1)c1ccc(N2CCCC2=O)cc1
 : 4% | 1% | -26% | -11% | -1% | 0.0% | 0% | -10% | -29%
8. CCN(C(=O)CSc1nc2ccccc2c(=O)n1-c1cccc(C)c1)C1CCS(=O)(=O)C1 (configuration not stated)
 : ? | 13% | -9% | -6%[57.1 µM] | -7% | 0.1% | 493%[activator] | 3% | 13%[57.1 µM]
9. Cc1ccc(S(=O)(=O)Nc2cccc(C(=O)NCC(C)(C)N3CCOCC3)c2)cc1F
 : -13% | -1% | -20% | 1% | 0% | -0.6% | -10% | -1% | 11%
10. CCOC(=O)C1CCCN(S(=O)(=O)c2cccs2)C1 (configuration not stated)
 : -5% | -1% | -3% | 5% | -1% | -0.5% | -2% | 1% | 23%
11. Cc1ccc2cc(CN(C(=O)c3ccncc3)C(C)C)c(=O)[nH]c2c1
 : 20% | 2% | 9% | -2% | -3% | 3.2% | 230%[activator] | 3% | -2%
12. Cc1ccc(-c2nc(CS(=O)(=O)CC(=O)NCCN3CCCC3)c(C)o2)cc1
 : -14% | -6% | -4% | -1% | 15% | -0.1% | 0% | 6% | -4%
13. O=C(OCc1ccccc1)N1CCOCCOCCN(C(=O)OCc2ccccc2)CCOCCOCC1
 : 0% | 5% | -12% | -9%[57.1 µM] | -20% | 0.0% | 9%[57.4 µM] | 1% | 22%
14. COC(=O)C1=C(C(=O)OC)[C@@H]2N(C)c3ccccc3[C@@]23C[C@@H](C(=O)OC)N=C3N1
 : 3% | -8% | -27% | 5% | 1% | 0.2% | -7% | -4% | 11%
15. O=C(COC(=O)/C=C/c1cccc(C(F)(F)F)c1)NC1CCS(=O)(=O)C1 (configuration not stated)
 : -16% | 4% | -22% | 14% | 4% | 1.7% | -11% | 0% | 38%[activator]

Some entries already given with just Vif-APOBEC3G blk:
# | Structure | Vif-APOBEC3G blk
5 | COC(=O)CSc1nc(N)c(C#N)c(-c2ccc(O)cc2)c1C#N | 0%
6 | Cn1cnc(S(=O)(=O)NCc2ccc(Br)cc2)c1 | 1%

Following part.
Values in the order – RGS4 inh | IDH1 R132H inh | USP1 inh | TrxR1 substrate | Vif-A3F inh | RXFP1 agonist | ALOX12 inh | Vif-APOBEC3G blk | TrxR1 inh
16. c1ccc(-n2ncc3c(NCC4CCCO4)ncnc32)cc1 (configuration not stated)
 : 14% | 6% | -19% | 14% | 5% | 2.7% | 0%[57.4 µM] | -8% | 12%
17. Cc1cc2c(cc1C)N[C@]1(C[C@H]3CCCC(=O)N4CC[C@@H](C1)[C@@H]34)C(=NC(C)(C)CC(C)(C)C)N2
 : -33% | 9% | -16% | -9%&-4% | -19% | . | -5% | -7%&-3% | -16%&15%
18. CC1(C)CC(N2CCC(=O)N(C3CC(C)(C)NC(C)(C)C3)C2)CC(C)(C)N1
 : 3% | 4% | -21% | 5% | . | 0.4% | 0% | 4% | 11%
19. O=C(C1=C[C@H](c2csc3ccccc23)C[C@H](OCCCCO)O1)N1CCN(Cc2ccccc2)CC1
 : -14% | 0% | -21% | 1% | 6% | 1.4% | 13% | -12% | ?
20. Cc1ccc(CNC(=O)c2ccc(N(C)C)cc2)cc1
 : 1% | 6% | -20% | -2% | 2% | -0.6% | 246%[activator] | 1% | 14%
21. CCOC(=O)C1=C(C)Nc2ccccc2N=C1NC(=O)Cc1ccc(OC)cc1
 : 8% | 1% | -13% | 1% | 6% | 0.2% | -2% | 3% | 17%
22. CN(CC(=O)Nc1ccc(F)cc1)C(=O)CSc1nccn1C
 : -8% | -1% | -19% | 1% | 11% | 1.7% | -23% | -6% | 10%
23. CC(C)NC(=O)c1c(CSc2ccc(Cl)cc2)noc1C(=O)NCc1ccccc1
 : 22% | 1% | -16% | 8%[57.1 µM] | 3% | 0.0% | 27% | 0% | 13%[57.1 µM]
24. CCOC(=O)N1CCN(C(=O)Cc2ccccc2OC)CC1
 : -18% | 2% | -10% | -2% | 12% | 0.2% | 0% | 0% | 15%[57.1 µM]
25. Cc1ccc(C)c(NC(=O)c2nnn(Cc3ccc(F)cc3Cl)c2N)c1
 : -15% | 28% | -12% | -5% | 2% | -1.8% | ? | -5% | 33%
26. NC(=S)N/N=C1\CC(c2ccc3c(c2)OCCO3)Oc2ccc(F)cc21 (configuration not stated)
 : -41% | 6% | -27% | -4% | -11% | 0.8% | ? | -4% | -19%
27. CCN(CC)CCn1c(N)c(S(=O)(=O)c2ccccc2)c2nc3ccccc3nc21
 : 8% | -5% | -18% | 135%[activator] | -4% | 4.5% | 0% | 3% | 44%[activator]
28. CC(=O)c1ccc(S(=O)(=O)NCCc2cn3ccc(C)cc3n2)cc1
 : -23% | -11% | -6% | 2% | 3% | . | 460%[activator] | 7% | 2%
29. O=C(CSc1c[nH]c2ccccc12)N1CCCc2ccccc21
 : -38% | 7% | -19% | 11%[57.1 µM] | 3% | 2.1% | 1% | 1% | -1%[57.1 µM]
30. O=S(=O)(/N=C(\c1ccccc1F)N1CCCCC1)c1ccccc1
 : 7% | 3% | -20% | 8% | 3% | 1.2% | -9% | 0% | 14%
31. COc1ccc(S(=O)(=O)N(C)c2ccc(C(=O)NC3CCCC3)cc2)cc1
 : 13% | 8% | -16% | 0% | -10% | 1.3% | -6% | -1% | 16%
32. COc1cc(/C=N/Nc2ncc(C(F)(F)F)cc2Cl)cc(OC)c1O
 : -13% | 0% | -6% | -15% | 2% | 1.4% | ? | 0% | -16%
33. COc1ccc2c(c1)oc(=O)c1c3ccccc3[nH]c21
 : 4% | -2% | -11% | 8% | -16% | 2.7% | -6% | 0% | 20%
34. COCCOC(=O)C1=C(C)Nc2cc(=O)[nH]c(=O)n2C1c1cccc([N+](=O)[O-])c1 (configuration not stated)
 : -33% | 1% | -19% | -8% | 0% | 0.9% | -26% | 0% | 0%
35. CCN(CC)S(=O)(=O)c1ccc(C(=O)NCC(=O)NCCCc2ccccc2)cc1
 : 8% | -5% | -20% | -2%[57.1 µM] | 1% | -0.1% | 0% | -1% | -4%[57.1 µM]
36. Cc1ccccc1NC(=O)Cn1c(=O)n(Cc2ccccc2)c(=O)c2c(C)c(C)sc21
 : 9%&-6% | 3% | -26%&-15% | 2%&-3% | -1% | 0.5%&0.3% | 1%&-12% | 1% | 12%&1%
37. COc1cc(C(=O)NCCCNC(=O)c2cc(OC)c(OC)c(OC)c2)cc(OC)c1OC
 : 2% | 1% | -18% | 5% | -1% | . | 0% | -4% | 23%
38. COc1ccc(NC(=O)c2ccccc2NC(=O)c2ccccc2)cc1
 : -12% | 7% | -8% | -7% | 8% | 0.5% | 11% | -5% | 1%[57.1 µM]
39. COc1nc(C)cc(C)c1S(=O)(=O)c1ccccc1C
 : -5% | 3% | -4% | -6% | -6% | 0.0% | 18% | 1% | -12%
40. Cn1c(=O)n(CCc2ccccc2)c(=O)c2c1nc1n2CCN1c1ccc(Cl)cc1
 : 1% | -14% | -21% | 2% | 2% | 6.9% | -23% | -9% | 12%
41. C=CCn1c(SCC(=O)Nc2ccc3c(c2)OCO3)nnc1-c1ccccc1
 : 7% | 11% | 6% | -6% | 4% | 0.5% | 69%[activator] | 0% | 11%[57.1 µM]
42. CCCC(C)NC(=O)CSCc1ccc(OC)cc1 (configuration not stated)
 : -16% | 7% | -2% | 4%[57.1 µM] | -3% | 1.6% | 36% | 0% | 15%[57.1 µM]
43. COc1ccc(NC(=O)C(c2cc3c(cc2[N+](=O)[O-])OCO3)N(C)Cc2ccccc2)cc1 (configuration not stated)
 : -7% | 10% | -21% | 10%[57.1 µM] | -29% | 1.4% | -7% | -1% | 16%[57.1 µM]
44. CCCCNC(=O)CCCn1c(=O)c2ccccc2n(CC(=O)Nc2ccccc2OCC)c1=O
 : 0% | -5% | -25% | 12% | 1% | 4.5% | -7% | -3% | 25%
45. COc1ccc(C(C)=O)cc1CN1C(=O)NC2(CCCCCC2)C1=O
 : -22% | 8% | -17% | -1% | -14% | 3.3% | 0% | 1% | 7%

High-throughput results deposited in PubChem BioAssay by National Center for Advancing Translational Sciences (NCATS).
